Bioassay records: PubChem, Fisher Drug Discovery Resource Center
NPYLR7 agonist: activates Aedes aegypti NPYLR7 receptor; HEK293T NPYLR7/Galpha15, GCaMP6s calcium fluorescence; activation, % at 10 µM; 0.15% of 270,000 active; in the data active = activation above about 40%;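 also: 0% = vehicle and 100% = reference agonist at the receptor; some compounds past the cut are filed as inactive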
hcGAS lum: inhibitors of human cGAS | recombinant h-cGAS, ATP depletion, Kinase-Glo luminescence | inhibition, % at 12.5 µM | 0.081% of 290,000 active | AID 1259398;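 also: 0% = vehicle reaction and 100% = reaction without DNA for no activity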
Target sequence (Q8N884 whole entry, looked up): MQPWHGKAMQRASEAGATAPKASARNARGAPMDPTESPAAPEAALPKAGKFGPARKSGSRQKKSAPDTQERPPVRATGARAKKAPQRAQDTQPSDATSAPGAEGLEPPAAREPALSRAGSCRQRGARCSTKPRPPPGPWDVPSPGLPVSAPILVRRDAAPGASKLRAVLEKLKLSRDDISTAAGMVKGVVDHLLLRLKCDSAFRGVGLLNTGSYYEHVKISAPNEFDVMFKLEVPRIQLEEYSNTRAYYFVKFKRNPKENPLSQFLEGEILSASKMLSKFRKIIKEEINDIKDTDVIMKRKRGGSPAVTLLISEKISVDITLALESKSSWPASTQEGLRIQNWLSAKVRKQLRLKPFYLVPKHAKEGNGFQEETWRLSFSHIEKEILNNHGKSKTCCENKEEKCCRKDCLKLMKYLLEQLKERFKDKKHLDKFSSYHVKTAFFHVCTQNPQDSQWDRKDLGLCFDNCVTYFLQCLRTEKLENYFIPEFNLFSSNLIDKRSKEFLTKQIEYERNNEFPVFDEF
mcGAS lum: inhibitors of mouse cGAS; Q8C6L5; recombinant cGAS, Kinase-Glo ATP depletion luminescence; inhibition, % at 12.5 µM; 0.15% of 160,000 active;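 also: 0% = negative control wells and 100% = reference inhibitor with no enzyme activity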
An asterisk follows results filed as active; . = no result given; & = joins results of further samples. Rule as the data show it, unless noted: active = inhibition above about 40%; inactive = the rest. Rows are unselected; any-hit rate near 0.29%.

SMILES	NPYLR7 agonist	hcGAS lum	mcGAS lum
O=C(NCc1ccncc1)c1ccccc1N1CCC(NS(=O)(=O)c2ccc(Cl)cc2)CC1	-1	-3	-6
CC(C)Nc1ccc(C(=O)NC2CCCCC2)cn1	9	-6	-2
CC1(C)S[C@@H]2[C@H](NC(=O)[C@H](N)c3ccc(O)cc3)C(=O)N2[C@H]1C(=O)O	-2&-6	-8&3	.
Fc1ccc(Cn2c(-c3cc(-c4ccccc4)nc4ccccc34)n[nH]c2=S)cc1	-13	-3	.
O=C1CCCC2=Nc3ncnn3C(c3cn(-c4ccccc4)nc3-c3cccnc3)C12 (stereo not given)	-4	-3	.
Cc1[nH]c2ccccc2c(=O)c1CCC1(C)NCCc2[nH]cnc21 (stereo not given)	-1	-9	.
Cc1c(C(=O)O)sc2nc[nH]c(=O)c12	14	-2	.
O=C(c1cc2n(n1)CCCN(C(=O)c1cccc3c1OCC3)C2)N1CCCC1	8	-8	.
Cc1ccc(-c2ccnc(NCc3cnn4ccccc34)n2)c(C)n1	5	-7	.
CC(C)OC(=O)CCNC(=O)C1(C#N)CCCC1	6	-9	.
CCc1[nH]nc(-c2cccs2)c1NC(=O)Nc1ccccc1	.	-4	-4
Cc1ccccc1NC(=O)CSc1ccc(-c2ccc(-n3ccnc3)cc2)nn1	16	4	.
CCSc1cncc(N2CCC(c3ccc(OC)cc3)C2)n1 (stereo not given)	9	-9	.
COC(=O)C1C(=O)C2=C(CC1C)N=C(C)C(C(=O)OC1CCCC1)C2c1cccs1 (stereo not given)	-2	-1	.
CC1CCc2c(sc3ncnc(SCC(=O)N(C)C4CCS(=O)(=O)C4)c23)C1 (stereo not given)	3	-12	.
CC1(C)CC2CC(C)(CN2C(=O)c2cc3c(s2)CCCC3)C1 (stereo not given)	-1	-4	.
CN1CCN(C(=O)C2CCc3ccccc3N2C(=O)c2ccc(F)cc2F)CC1 (stereo not given)	8	-2	-8
Cc1ccoc1C(=O)N1CCCC(O)(CN(C)C)CC1 (stereo not given)	10	-6	.
C[C@@H]1CN(CC(=O)Nc2ccc3c(c2)Cc2cccc(-c4cc(=O)cc(N5CCOCC5)o4)c2S3)C[C@H](C)O1	-8	-10	-10
CNC(=O)c1ccc(-c2ccnc3c2ccn3C)o1	15	3	.
CC(=O)c1cc(C(=O)N2CC(=O)N(C3CCCCC3)CC(OCc3ccccc3)C2)[nH]n1 (stereo not given)	-4	-3	-13
O=C(O)CS(=O)(=O)Cc1cccs1	6	3	.
O[C@@H]1CNCC[C@H]1CNCc1ccc(-c2ccccn2)cc1	2	-5	-10
Cc1cccc(CN2CCN(C(=O)c3cn4ccsc4n3)C(C)C2=O)c1 (stereo not given)	-12	-2	.
Cc1cnn(Cc2cccc(F)c2)c1NC(=O)C(=O)N1CCCCC1C (stereo not given)	18	-4	.
C[C@@H]1CC[C@]2(C(=O)O)CC[C@]3(C)C(=CCC4[C@@]5(C)CC[C@H](O)C(C)(C)C5CC[C@]43C)C2[C@H]1C (stereo not given in full)	-5	2	0
COc1nc(-c2ccc(C(F)(F)F)cc2)n(-c2ccc(NC(=O)C(c3ccccc3)c3ccccc3)cc2)n1	-12	-3	0
COc1ccccc1NC(=O)CSc1nc(=O)n2ccc(C)cc2n1	1	-10	-8
c1ccc(C(c2nnnn2-c2ccccc2)N2CCOCC2)cc1 (stereo not given)	5	-1	.
CSCCC(C)NCCc1nc2c(C)cccc2[nH]1 (stereo not given)	0	-6	.
CC(Cc1cccs1)NC(=O)CCNC(=O)c1ccc(F)cc1 (stereo not given)	4	0	-10
COc1ccccc1-c1cc(C(=O)NC2CCCCNC2=O)n2nc(-c3ccccc3)cc2n1 (stereo not given)	10&1	-12&-7	-8&-8
O=C(Nc1cccc(F)c1)N1CCSC12C(=O)N(Cc1ccc(F)c(F)c1)c1ccccc12 (stereo not given)	-7	0	0
CC1(C(=O)Nc2ccccc2F)CCN1C(=O)CC1CCCC1 (stereo not given)	5	-3	.
CC(C)c1ccc(NC2CCCN(CC(=O)Nc3cnn(C)c3)C2)cc1 (stereo not given)	10	-2	.
CCN(CCN1CCCCCC1)C(=O)CC1CNCCO1 (stereo not given)	.	8	-1
COc1ccc(C2c3c(oc4cc(C)c(Cl)cc4c3=O)C(=O)N2c2cc(C)on2)cc1 (stereo not given)	6	-5	.
CNc1nn(CC(=O)Nc2c(C)cccc2C)c(N)c1-c1nc(-c2ccccc2C)no1	.	1	-6
CCCCCn1c(C)c(C)n2c3c(=O)n(C)c(=O)n(C)c3nc12	-1	-2	.
CCc1cccc2c(C(CC(=O)NC(Cc3ccccc3)c3ccccc3)c3ccc(Cl)cc3)c[nH]c12 (stereo not given)	.	-13	-9

Results in NPYLR7 agonist (5 entries from above):
structure | NPYLR7 agonist
Cc1[nH]c2ccccc2c(=O)c1CCC1(C)NCCc2[nH]cnc21 (stereo not given) | -1
Cc1c(C(=O)O)sc2nc[nH]c(=O)c12 | 14
O=C(c1cc2n(n1)CCCN(C(=O)c1cccc3c1OCC3)C2)N1CCCC1 | 8
Cc1ccc(-c2ccnc(NCc3cnn4ccccc34)n2)c(C)n1 | 5
CC(C)OC(=O)CCNC(=O)C1(C#N)CCCC1 | 6

More structures follow:
SMILES	NPYLR7 agonist	hcGAS lum	mcGAS lum
CCOC(=O)C1=C(C)NC(=S)NC1c1cccc(OC)c1 (stereo not given)	12	-2	.
COc1ccc(N(CCC(N)=O)Cc2ccc(F)c3cccnc23)cc1	-1	-8	.
C=CCN(Cc1cccs1)C(=O)Cn1c(=O)c(C#N)c2n(c1=O)CCC2	3	-9	-7
COc1ccc(N2CCN(c3cc(C(C)(C)C)nc(SCc4ccc(C(=O)NCCN5CCOCC5)cc4)n3)CC2)cc1	3	-3	-4
CC(=O)O[C@@H](C)C(=O)N1CCc2c([nH]c3ccccc23)C1c1ccc(C(F)(F)F)cc1 (stereo not given in full)	-11	-3	.
CCc1noc(CS(=O)C(C)C(=O)Nc2c(F)cccc2F)n1 (stereo not given)	2	-4	.
COc1ccc(-c2noc(CN3CCOCC3)n2)cc1	-12	-4	.
CCn1c(CC2CCNCC2)nn(Cc2noc(COC)n2)c1=O	-8	-3	.
Cc1ccccc1C(=O)N1C(C(=O)NCC2CCCO2)COC12CCN(C(=O)c1cccc(Cl)c1)CC2 (stereo not given)	-1	-5	-5
Cc1ccn2c(=O)c(NC(=O)Nc3ccc4c(c3)OCCO4)c(C)nc2c1	-2	1	-1
Cc1ccc(N2CC(NC(=O)Nc3nc(C)cs3)CC2=O)cc1 (stereo not given)	4	-5	-6
O=C(NNC(=O)C1CCCO1)c1ccco1 (stereo not given)	-6	-1	.
Cc1cc(O)c(C(c2ccncc2)N2CCN(c3ccccn3)CC2)c(=O)n1Cc1ccco1 (stereo not given)	11	-11	.
O=C(NC1CC1)c1coc(CN(Cc2ccccc2)Cc2ccc(C(F)(F)F)cc2)n1	22	-6	-5
CC(C)(C)C(NS(=O)(=O)CCCC#N)c1cccc(F)c1 (stereo not given)	-1	-6	.
COc1ccc(CN(CC2CCCO2)C(=O)NC(C)C)cc1OS(=O)(=O)c1ccc(NC(C)=O)cc1 (stereo not given)	3	-10	-5
CC(C)c1cc(C(=O)N(Cc2nccn2C)C2CC2)nc(N)n1	11	-5	.
Cc1cn[nH]c1C1CCN(C(=O)CN2C[C@@H]3CC[C@H]2C3)CC1	.	-13	-8
CCC(C)N(Cc1ccc(OS(=O)(=O)CC)cc1)C(=O)c1ccc(OC)cc1 (stereo not given)	-8	0	-2
COc1ccc(OC)c(NC2=NC3CS(=O)(=O)CC3S2)c1 (stereo not given)	0	-4	.

2 entries from above, reformatted:
Molecule | NPYLR7 agonist | hcGAS lum | mcGAS lum
CCOC(=O)C1=C(C)NC(=S)NC1c1cccc(OC)c1 (stereo not given) | 12 | -2 | .
COc1ccc(N(CCC(N)=O)Cc2ccc(F)c3cccnc23)cc1 | -1 | -8 | .

(next part)
SMILES	NPYLR7 agonist	hcGAS lum	mcGAS lum
COc1ccc(OC)c(/C=C2\NC(=S)NC2=O)c1	-9	1	5
CC(C(=O)Nc1cc(Cl)ccc1C#N)n1nc(-c2cccs2)ccc1=O (stereo not given)	-2	3	.
CCOc1ccc(C(=O)Nc2ccc(-c3nc4cc(Cl)ccc4o3)cc2)cc1[N+](=O)[O-]	9	1	-6
COc1cc(C(=O)NCCNc2ccc(Nc3cc(C)ccn3)nn2)cc(OC)c1OC	6	4	.
COC(=O)CC(=O)N1CCN(c2nccc(-c3ccco3)n2)CC1	-3	0	3
Cc1nc(N2CCCC2C(=O)NCc2cccc(C(F)(F)F)c2)nc2cc(S(C)(=O)=O)ccc12 (stereo not given)	12	-8	-11
C=CCC(=O)NC1CC(=O)N(CC2CCCCC2)C1 (stereo not given)	0	-4	-8
CC(=O)OC(C(=O)N1CCC(c2ccc(F)cc2)CC1)c1ccccc1 (stereo not given)	-6	-3	-4
Cn1c(O)c(N=NC(=O)c2cc(Br)ccc2O)c2ccccc21	0	6	.
CCc1nc2ccc(C(=O)NCCN3CCCC3)cn2c1N(C)Cc1cc2ccccc2s1	-3	-8	-6
CC(=O)NCc1cccc(-c2cccc(NC(C)=O)c2)c1	-1	-4	-18
O=C1OC(/C=C/c2ccccc2)=NC/1=C/c1ccccc1Cl	-1	5	.
COc1ccccc1C(=O)Nc1cc(Cl)ccc1-c1nc2cc(Cl)ccc2o1	.	-6	-11
CCCOc1ccc(S(=O)(=O)NCCCN2CCOCC2)cc1C	7	-6	.
COc1ccc(C2CCCN2C(=O)c2ccc3c(c2)CCN3S(C)(=O)=O)cc1 (stereo not given)	-7	-1	-6
CCc1c(C(=O)OC)cnn1-c1cc(Nc2c(F)cccc2F)ncn1	8	3	.
CN(C)c1ccc(N)cc1CN(Cc1ccco1)C(=O)NC(C)(C)C	-2	-7	.
COCCNC(=O)c1nn(-c2ccc(C(C)C)cc2)c(=O)n(Cc2ccccc2C)c1=O	1	-3	-4
Cc1nc(C(F)(F)F)ccc1C(=O)N1CCN(c2nc3nccc(-c4cccnc4)n3n2)CC1	1	1	-6
COc1ccccc1-c1nn(CN(CC(C)C)C2CCS(=O)(=O)C2)c(=S)o1 (stereo not given)	9	-4	.
CCN1C(=S)NC(c2ccc(NC(=O)CSc3ccccc3)cc2)C(C(=O)OCC(C)C)=C1C (stereo not given)	.	-5	-6
COC(=O)c1cnn2c1NCN(Cc1cccs1)C2	3	-6	-3
CCc1oc(C(=O)NCCNS(C)(=O)=O)cc1CN1CCCC1	-4	-2	-1
Cn1c(-c2ccc(C(C)(C)C)cc2)n[nH]c1=S	3	-8	.
Cc1ccc(C(=O)N2CCC(c3ccccc3)CC2)s1	-4	-7	-4
CCOc1ccc(-c2oncc2-c2ccc(OC)cc2)c(O)c1	3	-3	-6
O=S(=O)(N1CCCC1)N1C[C@H]2CC[C@@H]1CN(C1Cc3ccccc3C1)C2	.	-5	-5
COc1cc(S(=O)(=O)NCc2ccco2)ccc1Br	4	-4	.
O=C(CCn1cnc2c([nH]c3ccccc32)c1=O)NCc1ccccc1Cl	.	1	-6
CCCCNC(=O)C1(C)CCCCN1Cc1ccc(OCc2ccccc2)cc1 (stereo not given)	4	-14	.
CCOc1ccc(Cc2cc([C@@H]3O[C@H](CO)[C@@H](O)[C@H](O)[C@H]3O)ccc2Cl)cc1	-7	-10	-10
Cc1oc2ncn(C)c(=O)c2c1C(=O)OCc1ccc(C#N)cc1	4	-6	.
COCc1nc(NCCNC(=O)c2ccc(F)cc2)c2cnn(C)c2n1	8	-6	.
O=C(Nc1ccnn1Cc1ccccc1Cl)C1CCC1	0	-17	-10
CCCCn1c(=O)[nH]c(=O)c2c1nc(CSc1nnnn1C1CC1)n2C	2	-1	.
Cc1ccc2c(c1)CCCN2C(=O)c1cc(S(=O)(=O)N(C)C)ccc1N1CCOCC1	5	-5	.
COc1cc(-c2nnc(SCc3c(F)cccc3Cl)o2)cc(OC)c1OC	-2	3	.
CCN(CCC(F)(F)F)C(=O)c1cccc(Oc2ccncc2)c1	8	-8	.
CCOc1c(CC)cnc2c1c(=O)n(CC(=O)N(CC)CC)c(=O)n2C	-4	-11	.
Cc1ccc(CNC(=O)CSc2nc(=O)n3cccc(C)c3n2)cc1	1	-11	.
Cc1ccc(CNC(=O)c2cn(C)c3c(=O)n(Cc4ccccc4)c(=O)[nH]c23)cc1	-3	10	.
Cc1csc(NC(=O)c2ccccc2S(C)(=O)=O)n1	1	-8	.
CCSC1=C(C(C)=O)C(=O)n2c1cc1c2CCCC1	-1	-7	.
COc1ccccc1-c1nc2ccc(C)cn2c1NC(=O)C(C)C	-4	-10	-9
COC(=O)c1cc2n(n1)CCCN(C(=O)c1c(C)nc3sccn13)C2	10	-4	.
CCCCCCCCN(Cc1nccn1C)C(=O)c1ccc2ccccc2n1	.	-4	-4
Cc1ccc(Cc2nsc(N3CCC(CNC(=O)Nc4ccccc4Br)CC3)n2)cc1	-8	2	-3
COc1ccc(Cl)cc1NCC(=O)Nc1cnc(C(C)(C)C)nc1	10	-8	.
CCNC(=O)c1csc(COc2ccccc2F)n1	-21	2	-1

Full records, looked up by structure:
`CCNC(=O)c1csc(COc2ccccc2F)n1` in the list: NPYLR7 agonist: -21; hcGAS lum: 2; mcGAS lum: -1
`COc1ccc(Cl)cc1NCC(=O)Nc1cnc(C(C)(C)C)nc1` in the list: NPYLR7 agonist: 10; hcGAS lum: -8; mcGAS lum: .
